USP2a block – qHTS Assay for Inhibitors of Ubiquitin-specific Protease USP2a Using CHOP2 as the Reporter | USP2 core, Ub-CHOP2 coupled fluorogenic reporter, 485/531 | Ubiquitin carboxyl-terminal hydrolase 2 (Homo sapiens), O75604 | actives 0.01% (n = 330,000) | AID 463254, 2010 | Potency, µM (series often up to 38.3 µM), for the others: at the highest dose activity change, negative = inhibition, actives largely listed as inhibitors;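 further: potency means the concentration at half of the fitted maximal effect; plate controls were DMSO wells for no effect and full inhibition by NEM control for full effect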
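USP2 core (10nM final) preincubated 30min RT with compound in 20mM Tris-HCl pH 8.0, 2mM CaCl2, 2mM beta-mercaptoethanol, 0.05% CHAPS; 25nM Ub-CHOP2 plus 25nM reporter substrate added, fluorescence (Ex485/Em531) read after 60min.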
TSHR antag – Antagonists of the Thyroid Stimulating Hormone Receptor: HTS campaign. Thyrotropin receptor (Homo sapiens), P16473. activity change, negative = inhibition, % at 11.5 µM. actives 0.2% (n = 330,000). TSHR-expressing cells, TSH-stimulated cAMP HTRF, 2 h; hits give low values;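 active means activity change below a set negative limit, meaning inhibition stronger than a set level, cut at about -70% in these data; inconclusive means activity change between two set negative limits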; further: on the % scale 0 is the no-effect control and ±100 the full control effect
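Inhibition of cAMP made by TSHR-expressing cells under TSH stimulation (4nM final, EC80; 2 h, 37 deg C) is quantified with a one-step lysis HTRF kit, anti-cAMP cryptate versus cAMP-d2.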
AT treatment – qHTS Assay for Identifying a Potential Treatment of Ataxia-Telangiectasia | […] A-T fibroblasts, KAP-1 phosphorylation AlphaLISA; neocarzinostatin DNA damage 30 min before lysis | Potency, µM (top dose mostly 57.5 µM), for the others: at the highest dose activation, actives largely listed as activators | actives 0.19% (n = 320,000) | AID 485349, 2010; further: potency means the concentration at half of the fitted maximal effect; % of control where 0% means no effect; nearly all actives have a fitted effect of over 45% in size
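hTERT-immortalized A-T patient fibroblasts ([…]), 500 cells/well in OPTI-MEM, 1% FBS, got compounds for 60 min, then NCS for 30 min at 37C. Lysates were then assayed for phospho-KAP-1 by AlphaLISA (anti-pKAP1 donor, anti-KAP1 acceptor beads), 6 hr at 25C.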
TCR activator – Activators of T cell receptors: qHTS campaign; primary human leukocytes, anti-CD3, IL-2 HTRF, 48 h; Potency, µM (highest dose often 9.22 µM), for the others: at the top dose activation of IL-2 secretion, actives largely listed as activators; 330,000 tested, under 10 active; AID 504894, 2011; further: % of control where 0% means no effect
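IL-2 release read by HTRF sandwich (Eu cryptate donor, d2 acceptor, 665 nm emission) after 48 hr exposure of primary human leukocytes to compound together with anti-CD3 beads in the absence of co-stimulatory signals.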
Eya2 inh – qHTS Assay for Inhibitors of the Phosphatase Activity of Eya2; Protein phosphatase EYA2 (Homo sapiens), O00167; recombinant Eya2, OMFP fluorescence dephosphorylation (OMFP is methylfluorescein phosphate); Potency, µM (titrated, usually from 76.9 µM), inactives show top-dose activity, negative = inhibition, usual class: inhibitors; actives 0.006% (n = 330,000); AID 488837, 2010; further: potency means the concentration at half of the fitted maximal effect; on the % scale 0 is the no-effect control and ±100 the full control effect
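Eya2 protein (added as 0.2 uM solution) was preincubated with compound for 10 min at ambient temperature in 50 mM HEPES pH 7.5, 50 mM NaCl, 5 uM MgCl2, 0.05% BSA, 1 mM DTT. OMFP (added at 50 uM) then reacted 10 min; fluorescence read at 485/525 nm.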
ELG1 DNA repair – qHTS screen for small molecules that inhibit ELG1-dependent DNA repair in human embryonic kidney (HEK293T) cells expressing luciferase-tagged ELG1. actives 2.3% (n = 330,000). AID 504467, 2011. HEK293T ELG1-luciferase reporter, luminescence, 16 h; DNA damage induced by 5-fluorouridine. Potency, µM (doses to about 46.1 µM), for the others: top-dose activity change, negative = inhibition, actives largely listed as inhibitors; further: potency means the concentration at half of the fitted maximal effect; on the % scale 0 is the no-effect control and ±100 the full control effect; nearly all actives have a fitted effect of over 55% in size
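Luminescence from the luciferase reporter, measured 30 min after ONE-Glo reagent at room temperature, was the read-out. Beforehand, 2,000 cells per well were exposed for 16 hr at 37 °C to 5-fluorouridine together with compound or vehicle.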
hERG WT inh – qHTS for Inhibitors of KCHN2 3.1: Wildtype qHTS. Voltage-gated inwardly rectifying potassium channel KCNH2 (Homo sapiens), Q12809. U2OS, BacMam KCNH2, thallium flux FluxOr; hits give low values. activity change, % at 1.84 µM. actives 0.37% (n = 340,000). AID 720551, 2013;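 active means maximum activity change below -70%; inconclusive means maximum activity change between -70% and -50%; inactive means maximum activity change above -50%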; further: on the % scale 0 is the no-effect control and ±100 the full control effect
Target sequence (Q12809 whole entry, looked up): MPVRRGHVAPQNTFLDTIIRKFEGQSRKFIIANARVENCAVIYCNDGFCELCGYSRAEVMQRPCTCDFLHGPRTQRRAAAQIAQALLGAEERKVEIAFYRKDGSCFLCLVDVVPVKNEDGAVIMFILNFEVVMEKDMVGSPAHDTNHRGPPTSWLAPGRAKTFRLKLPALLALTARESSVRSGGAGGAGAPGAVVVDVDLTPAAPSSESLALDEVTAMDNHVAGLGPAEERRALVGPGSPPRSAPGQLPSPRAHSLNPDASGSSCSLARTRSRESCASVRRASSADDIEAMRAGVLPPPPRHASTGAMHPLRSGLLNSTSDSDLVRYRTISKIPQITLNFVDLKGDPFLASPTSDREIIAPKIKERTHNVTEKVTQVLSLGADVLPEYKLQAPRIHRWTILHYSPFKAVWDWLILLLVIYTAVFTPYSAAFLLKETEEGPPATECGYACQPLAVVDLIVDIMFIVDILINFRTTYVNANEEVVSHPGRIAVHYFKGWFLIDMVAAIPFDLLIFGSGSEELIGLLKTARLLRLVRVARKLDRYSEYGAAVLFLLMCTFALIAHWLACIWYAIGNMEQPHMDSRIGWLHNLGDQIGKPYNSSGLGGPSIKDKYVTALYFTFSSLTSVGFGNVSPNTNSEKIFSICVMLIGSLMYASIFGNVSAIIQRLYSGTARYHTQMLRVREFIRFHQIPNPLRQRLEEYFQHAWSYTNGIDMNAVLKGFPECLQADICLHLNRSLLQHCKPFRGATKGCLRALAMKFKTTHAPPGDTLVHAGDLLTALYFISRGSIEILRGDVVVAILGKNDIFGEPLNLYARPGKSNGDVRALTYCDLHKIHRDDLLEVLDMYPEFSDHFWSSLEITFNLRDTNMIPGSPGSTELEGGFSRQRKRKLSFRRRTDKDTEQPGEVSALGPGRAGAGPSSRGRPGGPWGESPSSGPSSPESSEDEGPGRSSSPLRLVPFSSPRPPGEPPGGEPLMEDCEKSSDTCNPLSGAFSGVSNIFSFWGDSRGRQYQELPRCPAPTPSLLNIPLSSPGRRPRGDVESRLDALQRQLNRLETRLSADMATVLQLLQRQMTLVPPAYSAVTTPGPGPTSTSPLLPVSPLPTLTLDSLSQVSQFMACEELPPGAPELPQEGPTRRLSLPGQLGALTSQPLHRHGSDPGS
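U2OS cells transduced with wild-type KCNH2 virus are loaded with FluxOr dye for 45 min, and thallium flux is measured in kinetic reads before and after stimulation buffer. Rate constants are normalized to DMSO controls.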
Mito fusion act – qHTS Assay for Small Molecule Inhibitors of Mitochondrial Division or Activators of Mitochondrial Fusion | S. cerevisiae fusion-defective mutant growth rescue, CellTiterGlo 48 h | Potency, µM (highest dose often 46.1 µM), without a hit: at the highest dose growth rescue (activation), usual class: activators | actives 0.23% (n = 320,000);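 further: potency means the concentration at half of the fitted maximal effect; % of control where 0% means no effect; nearly all actives have a fitted effect of over 45% in size; temperature-sensitive fusion mutants such as fzo1-1 at 37 °C on non-fermentable ethanol glycerol medium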
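Growth-rescue viability read-out: after 48 h at the non-permissive 37C in glycerol/ethanol YPEG, yeast mitochondrial fusion mutants are measured by CellTiterGlo luminescence; compounds (23 nl pinned per well) restoring growth score as division inhibitors or fusion activators.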
KCNH2 3.1 block – qHTS for Inhibitors of KCHN2 3.1: Mutant qHTS | Potassium voltage-gated channel subfamily H member 2, brain isoform KCNH2 3.1 (human) | actives 0.95% (n = 340,000) | activity change, % (tested at about 1.8 µM) | U2OS KCNH2 3.1, thallium flux FluxOr; hits give low values;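 active means maximum activity change below -70%; inconclusive means maximum activity change from -70% to -50%; inactive means maximum activity change above -50%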;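 further: thallium influx rate constant from kinetic fluorescence after stimulation buffer; on the % scale 0 is the no-effect control and ±100 the full control effect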
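FluxOr-based Tl+ influx in U2OS cells transduced with KCNH2 3.1 virus; rate constants normalized to DMSO controls.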
TRPV1 agonist – HTS Assay for Compounds that Act as Agonists of the Vanilloid Receptor 1 | activation, % at 8.33 µM | actives 0.19% (n = 320,000) | AID 540275, 2011 | TRPV1-expressing cells, Fluo-8 calcium influx, agonist mode; in the data active means activation above about 80%; inconclusive means between about 30% and that limit; further: 0% is about no effect
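TRPV1-expressing cells were cultured overnight at 35.5C and loaded with Fluo-8 calcium dye for 40 to 90 min at room temperature. After a 10 s baseline, compound was added and calcium influx was read kinetically for 3 min (ex 480/em 520 nm).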
An asterisk follows results filed as active; ? = inconclusive; . = no result given; [ ] = another dose, or the depositor's remark. Unless noted, the call rests on the fitted dose curve; in most records, active means well fitted curve in the direction sought with a large enough effect; inconclusive means small, poorly fitted or top-dose-only effect, or another doubt; inactive means no such curve, though single readings can be large; an effect the other way counts as inactive or inconclusive. Only part of the results is shown; rates above refer to the full screens.

SMILES | USP2a block | TSHR antag | AT treatment | TCR activator | Eya2 inh | ELG1 DNA repair | hERG WT inh | Mito fusion act | KCNH2 3.1 block | TRPV1 agonist
COc1cc(N)c(Cl)cc1C(=O)OCC(=O)N1CCCC1 | -1% | -5 | 7% | 5% | -1% | 0% | 3 | 1% | -9 | 1
Cc1cc(C)cc(-n2ncc3c2CCCC3NC(=O)c2ccccc2N2CCOCC2)c1 (stereo not drawn) | 2% | -13 | 8% | 4% | 1% | -19% | -5 | -52%[inhibitor] | -18 | 11
Cc1ccc(-n2c(CCC(=O)O)ccc2-c2cccs2)cc1C | 3% | 11 | 5% | -6% | 19% | 6% | 6 | -1% | -4 | 3
COC(=O)c1cccc(N(CC(=O)NC2CCCC2)C(=O)CCC(=O)Nc2cc(C)on2)c1 | -1% | 1 | 5% | -2% | -1% | 2% | 9 | 2% | -12 | -4
CCOC(=O)c1c(-c2ccc(OC)c(OC)c2)csc1NC(=O)C1CCCO1 (stereo not drawn) | -8% | -4 | 5% | -3% | -8% | ? | -2 | -9% | -3 | 8
Cc1c(-c2nnc(-c3ccc(C(F)(F)F)cc3)o2)cnn1-c1ccccc1 | 0% | -13 | 5% | -3% | -11% | ? | 1 | -1% | 14 | 0
CN1CCc2c(n(CC(O)CN(CCO)CCO)c3ccccc23)C1=O (stereo not drawn) | 0% | 29 | 17% | -1% | ? | -21% | . | -2% | -26 | -5
NC(=O)C1=C[C@H](c2ccc(C(F)(F)F)cc2)C[C@H](OCCCCO)O1 | 9% | 3 | -11% | 0% | 10% | -25% | -13 | -7% | -3 | 1
O=[N+]([O-])c1cncc([N+](=O)[O-])c1Nc1ccccc1Cl | 3% | 2 | -26% | -8% | 3% | 1% | -36 | -4% | . | 2
CCCCN(CC)CCNC(=O)CN1C(=O)COc2ccc(S(=O)(=O)N3CCCC3)cc21 | -2% | 44 | -2% | 8%[46.1 µM] | 0% | 28% | 3 | 18% | 5 | -3
O=c1c(/C=N/O)coc2ccc(Cl)cc12 | 5% | 8 | 18% | 0% | -1% | 2% | -1 | 9% | 2 | -2
Cc1noc(C)c1CCC(=O)N1CCCC(CCC(=O)NCc2ccccc2F)C1 (stereo not drawn) | 1% | 13 | 3% | -2% | -4% | 4% | 1 | 1% | 2 | -2

7 entries out of the list, arranged by SMILES length, smallest number first.
SMILES | USP2a block | TSHR antag | AT treatment | TCR activator | Eya2 inh | ELG1 DNA repair | hERG WT inh | Mito fusion act | KCNH2 3.1 block | TRPV1 agonist
COc1cc(N)c(Cl)cc1C(=O)OCC(=O)N1CCCC1 | -1% | -5 | 7% | 5% | -1% | 0% | 3 | 1% | -9 | 1
CN1CCc2c(n(CC(O)CN(CCO)CCO)c3ccccc23)C1=O (stereo not drawn) | 0% | 29 | 17% | -1% | ? | -21% | . | -2% | -26 | -5
O=[N+]([O-])c1cncc([N+](=O)[O-])c1Nc1ccccc1Cl | 3% | 2 | -26% | -8% | 3% | 1% | -36 | -4% | . | 2
CCOC(=O)c1c(-c2ccc(OC)c(OC)c2)csc1NC(=O)C1CCCO1 (stereo not drawn) | -8% | -4 | 5% | -3% | -8% | ? | -2 | -9% | -3 | 8
Cc1c(-c2nnc(-c3ccc(C(F)(F)F)cc3)o2)cnn1-c1ccccc1 | 0% | -13 | 5% | -3% | -11% | ? | 1 | -1% | 14 | 0
Cc1cc(C)cc(-n2ncc3c2CCCC3NC(=O)c2ccccc2N2CCOCC2)c1 (stereo not drawn) | 2% | -13 | 8% | 4% | 1% | -19% | -5 | -52%[inhibitor] | -18 | 11
COC(=O)c1cccc(N(CC(=O)NC2CCCC2)C(=O)CCC(=O)Nc2cc(C)on2)c1 | -1% | 1 | 5% | -2% | -1% | 2% | 9 | 2% | -12 | -4

(continued)
SMILES | USP2a block | TSHR antag | AT treatment | TCR activator | Eya2 inh | ELG1 DNA repair | hERG WT inh | Mito fusion act | KCNH2 3.1 block | TRPV1 agonist
COc1ccc(CNC(=O)C(c2ccncc2)N(C(=O)Cc2cccs2)c2ccc(C)cc2)cc1 (stereo not drawn) | -1% | 43 | -9% | 1% | -14% | -13% | -8 | -6% | -10 | 4
CC(=O)Nc1ccc(C2(c3ccc(NC(C)=O)cc3)C(=O)Nc3ccccc32)cc1 | 3% | 20 | 4% | -1% | 3% | -1% | -10 | -1% | -12 | 0
O=C(NC1CCN(C(=O)NCc2ccccc2)CC1)c1ccccc1 | -2% | 5 | -4% | 2% | -13% | 1% | -4 | -5% | 12 | -1
Clc1ccc(CCNc2ncnc3nc[nH]c23)cc1 | 3% | ? | 4% | 8%[46.1 µM] | -1% | ? | -30 | ? | 15 | ?
CC(C)C(=O)Nc1cccc(C(=O)Nc2nncs2)c1 | -1% | -5 | -4% | -1% | 7% | -7% | -4 | 2% | 1 | -2
CC(C)(C)c1ccc(COC(=O)Nc2ccc(F)cc2)cc1 | -1% | 32 | -1% | 0%[46.1 µM] | 6% | ? | 0 | 6% | 20 | 0
Cc1nc2ncnn2c(C)c1CCC(=O)N1CCc2ccccc2C1 | 0% | 14 | . | 0% | 0% | -1% | 1 | -1% | 7 | 0
Cc1nc(=O)c(-c2ccccc2)c(C)n1-c1ccccc1O | 1% | 21 | -6% | -3% | 0% | 9% | 10 | 2% | -2 | 1
CC(C)[C@H](NC(=O)c1ccccc1)C(=O)OCC(=O)c1ccc(S(=O)(=O)N2CCCCC2)cc1 | -2% | -6 | . | 10% | 3% | 22% | -2 | 2% | 2 | -1
CCc1sc(C(=O)N2CCc3cc(OC)c(OC)cc3C2CC(=O)O)cc1C (stereo not drawn) | 1% | -6 | 6% | . | 2% | 10% | 4 | 9% | -1 | -3
C=CCn1c(SCC(=O)Nc2ccc(C(=O)OC(C)C)cc2)nnc1-c1cccs1 | 0% | -5 | -12% | -4% | -39% | ? | -10 | 0% | -4 | -2
CCOC(=O)N1CCN(C(=O)COc2cccc3c2CCN(Cc2cccc(C)c2)C3=O)CC1 | 1% | -3 | 0% | 2%[46.1 µM] | -1% | 21µM* | 6 | -2% | -30 | -2
Cc1nnc(SCC(=O)Nc2ccc(OC(F)F)c(Cl)c2)n(N)c1=O | -5% | 3 | 9% | -6% | -17% | 10% | 4 | . | -5 | .
N#Cc1cn(CCOc2ccccc2F)c2ccccc12 | 1% | -5 | 16% | -5% | -25% | ? | -2 | ? | 3 | 6
O=C(Nc1ccc(Cl)cc1C(=O)N1CCCC1)c1cccc([N+](=O)[O-])c1 | -1% | 13 | 4% | 10% | -8% | 3% | -14 | -3% | . | -1
CCCNC(=O)N1CCCC(C(N)=O)C1 (stereo not drawn) | -1% | -8 | 0% | 2% | -6% | -7% | -6 | 5% | 23 | 2
O=S(=O)(NC1CC1)c1ccc(F)c(F)c1 | -1% | 11 | 2% | 0% | 3% | -8% | -4 | 6% | -5 | -1
CN(C)/N=C/c1ccc(/C=N/NC(N)=S)o1 | 2% | -15 | -8% | 8% | -1% | 11% | -2 | 1% | 1 | 0
Cc1ccc(-c2nnn(CC(=O)N(c3ccccc3)C(C(=O)NC(C)(C)C)c3cccs3)n2)o1 (stereo not drawn) | 1% | 8 | 0% | -4%[46.1 µM] | -2% | 19% | 2 | -8% | 26 | 6
Cc1scc(C(=O)Nn2cnnc2)c1-c1ccccc1 | 2% | 5 | -3% | . | 13% | 1% | -6 | 2% | 8 | -2
CN(Cc1ccccc1)C(=O)CN1C(=O)NC2(CCCCCCC2)C1=O | -8% | 5 | 4% | -5% | 8% | -32% | -1 | 6% | 6 | -2
COc1cc(C)c(Br)cc1S(=O)(=O)NCc1ccncc1 | 3% | -13 | -1% | -23% | 14% | 1.6µM* | 0 | -5% | 12 | -1
COc1ccc(NC(=O)Cn2nnc(C(=O)NCc3ccccc3)c2N)c(OC)c1 | 0% | -4 | 1% | 3% | -18% | -14% | -12 | 3% | -11 | 11
